Source: PubChem
Bfl-1 Bim block: human Bim-Bfl-1 interaction inhibition; Bead-based flow cytometry, Bim-Bfl-1 binding inhibition; inhibition, % at 10 µM; hit rate 0.12% among 190,000; Q16548;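 further: 0% = wells without compound plus tracer and 100% = blocker peptide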
RGS4-Gao reg: human RGS4-Galphao interaction regulation; P09471; Multiplexed bead flow cytometry, RGS4-Galphao binding; actives lie on both sides; binding response (% of control), % at 10 µM; hit rate 0.33% among 220,000; AID 1415; in the data active means binding response below about 49% or above about 150%; inactive means in between;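 further: fluorescent Galphao activated with aluminum fluoride binding bead-coupled RGS4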
Bim-Bcl-XL: human Bim-Bcl-XL interaction inhibition; Q07817; Bim peptide-Bcl-XL binding, bead flow cytometry, fluorescence; inhibition, % at 10 µM; hit rate 0.04% among 190,000; AID 1007
Bim-Bcl-W: human Bim-Bcl-W interaction inhibition; Q92843; bead-based flow cytometry, Bim peptide-Bcl-W binding; inhibition, % at 10 µM; hit rate 0.02% among 190,000;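 further: 0% = bound tracer without compound and 100% = peptide blocker; higher means less fluorescent Bim peptide bound to Bcl-W beads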
ABCG2 block: inhibitors of human ABCG2 transporter, ABCB1 counter-screen | Q9UNQ0 | IgMXP3 cells, JC-1 efflux, flow cytometry | inhibition, % at 6.6 µM | hit rate 0.1% among 190,000 | AID 1325;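 active means inhibition above 80%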;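 further: 0% = DMSO and 100% = nicardipine control wells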
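Times: 10 min at 25 °C | Test system: Two drug-resistant human cell lines, ABCG2 and ABCB1 | Quantity: 3 million cells/mL final, two lines in 1:1 ratio | Signal: Flow cytometry, 530 nm JC-1 signal | Dosing: Compound at 6.6 µM | Controls: Nicardipine and DMSO wells | Reagent: JC-1 as fluorescent efflux pump substrate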
Bim-Bcl-2: disrupts Bim peptide binding to human Bcl-2. Bead-based flow cytometry, Bim peptide-Bcl-2 binding. inhibition, % at 10 µM. hit rate 0.06% among 190,000; in the data active means inhibition above about 40%; inconclusive means no clear call, values can overlap the other calls;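 further: 0% = no compound wells with probe peptide and 100% = reference peptide inhibitor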
Bim-Bcl-B: human Bim-Bcl-B interaction inhibition; AID 951; bead-based flow cytometry, Bim peptide-Bcl-B binding; Q9HD36; hit rate 0.073% among 190,000; inhibition, % at 10 µM;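 further: 0% = tracer peptide without compound and 100% = reference inhibitor peptide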
ABCB1 block: human ABCB1 inhibition, ABCG2 as counter-screen. P08183. inhibition, % at 6.6 µM. AID 1326. hit rate 0.067% among 190,000. CCRF-Adr cells, JC-1 efflux, flow cytometry; in the data active means inhibition above about 40%;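 further: 0% = vehicle and 100% = reference inhibitor; higher value means more JC-1 retained so stronger ABCB1 efflux block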
Target sequence (P08183 whole entry, looked up): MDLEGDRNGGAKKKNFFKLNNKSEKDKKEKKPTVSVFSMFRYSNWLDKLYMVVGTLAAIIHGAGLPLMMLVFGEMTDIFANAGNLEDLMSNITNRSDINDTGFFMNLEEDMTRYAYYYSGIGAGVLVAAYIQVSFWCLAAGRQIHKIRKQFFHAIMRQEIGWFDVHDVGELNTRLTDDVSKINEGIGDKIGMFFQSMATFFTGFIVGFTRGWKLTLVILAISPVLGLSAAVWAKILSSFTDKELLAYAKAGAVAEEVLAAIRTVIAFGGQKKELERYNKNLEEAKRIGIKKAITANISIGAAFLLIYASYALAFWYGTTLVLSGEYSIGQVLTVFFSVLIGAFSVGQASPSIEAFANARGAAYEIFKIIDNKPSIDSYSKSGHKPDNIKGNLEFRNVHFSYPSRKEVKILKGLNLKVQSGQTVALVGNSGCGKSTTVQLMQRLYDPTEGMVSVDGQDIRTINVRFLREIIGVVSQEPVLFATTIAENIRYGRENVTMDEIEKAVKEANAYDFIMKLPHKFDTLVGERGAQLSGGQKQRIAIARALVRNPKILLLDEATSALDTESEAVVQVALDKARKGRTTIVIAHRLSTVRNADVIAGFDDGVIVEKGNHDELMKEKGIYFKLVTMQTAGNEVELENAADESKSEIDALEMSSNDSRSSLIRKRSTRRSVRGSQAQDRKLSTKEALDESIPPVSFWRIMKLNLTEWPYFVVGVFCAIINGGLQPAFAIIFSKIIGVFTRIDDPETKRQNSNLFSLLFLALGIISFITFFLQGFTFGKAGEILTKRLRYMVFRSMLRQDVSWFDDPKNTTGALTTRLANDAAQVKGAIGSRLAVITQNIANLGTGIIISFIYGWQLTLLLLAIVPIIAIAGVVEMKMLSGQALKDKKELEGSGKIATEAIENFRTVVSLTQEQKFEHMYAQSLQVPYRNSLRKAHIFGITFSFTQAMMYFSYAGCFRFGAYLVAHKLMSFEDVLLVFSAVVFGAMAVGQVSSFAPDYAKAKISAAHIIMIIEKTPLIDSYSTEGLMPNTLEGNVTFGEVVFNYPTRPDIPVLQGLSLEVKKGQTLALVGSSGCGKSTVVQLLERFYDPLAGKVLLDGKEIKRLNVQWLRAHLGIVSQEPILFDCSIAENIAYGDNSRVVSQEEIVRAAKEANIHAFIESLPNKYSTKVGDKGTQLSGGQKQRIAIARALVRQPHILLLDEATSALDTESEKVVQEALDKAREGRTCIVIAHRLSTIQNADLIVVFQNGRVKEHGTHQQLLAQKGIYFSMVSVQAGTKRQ
RGS7-Gao reg: human RGS7-Galphao interaction regulation; AID 1439; Multiplexed bead flow cytometry, RGS7-Galphao binding; actives lie on both sides; hit rate 0.35% among 220,000; binding response (% of control), % at 10 µM; P09471; in the data active means binding response below about 49% or above about 150%; inconclusive means no clear call, values can overlap the other calls; inactive means in between;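 further: fluorescent Galphao held in activated GDP-AlF4 state binding bead-coupled RGS7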
Mcl-1 Bim block: inhibitors of Bim-Mcl-1 interaction, human | Q07820 | inhibition, % at 10 µM | Bead-based flow cytometry, Bim peptide-Mcl-1 binding | hit rate 0.1% among 190,000;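 further: 0% = no compound tracer wells and 100% = peptide blocker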
RGS8-Gao: regulators of human RGS8-Galphao interaction. multiplexed bead flow cytometry, RGS8-Galphao binding; actives lie on both sides. response (percent of control binding), % at 10 µM. P09471. hit rate 0.34% among 220,000; in the data active means response below about 60% or above about 140%; inactive means in between;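 further: Galphao activated as the GDP aluminium fluoride complex binding bead-coupled RGS8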
Starred values were filed as active, the others as inactive; ? = inconclusive. Unless noted, no stated cut-off is given here; in the data, active means inhibition above about 40%. Only part of the results is shown; the hit share may differ from the screen's.

Structure | ABCG2 block | RGS8-Gao | Bim-Bcl-B | Bim-Bcl-W | ABCB1 block | Bim-Bcl-XL | RGS4-Gao reg | Mcl-1 Bim block | Bfl-1 Bim block | RGS7-Gao reg | Bim-Bcl-2
CCOC(=O)C1SC2(C(F)F)CC1(O)c1c(c(OC)c3occc3c1OC)O2 (stereo not drawn) | 11.1 | 100.9 | -1.0 | -2.0 | 0.7 | 0.0 | 102.7 | 1.0 | -1.0 | 101.6 | -3.0
O=C1NC(=O)C(CCc2ccncc2)(Cc2ccc([N+](=O)[O-])cc2)C(=O)N1 | 2.1 | 102.8 | -9.0 | -3.0 | 0.4 | -5.0 | 100.7 | -1.0 | -15.0 | 103.4 | -5.0
O=C1C2CCCN2C(c2ccccc2)N1c1ccccn1 (stereo not drawn) | 5.0 | 95.1 | -12.0 | -3.0 | 0.9 | -9.0 | 94.2 | -5.0 | -24.0 | 92.0 | -8.0
CCN1CCN(Cc2cc(Br)cc(OC)c2O)CC1 | -0.4 | 125.9 | 2.0 | 0.0 | -0.2 | -1.0 | 111.4 | -3.0 | 1.0 | 113.9 | -1.0
COc1cccc(C2(O)CCN(CC(=O)Nc3nc(C)cs3)CC2)c1 | -0.1 | 99.8 | 0.0 | 0.0 | -0.2 | -2.0 | 99.9 | 0.0 | -3.0 | 94.1 | 2.0
CCOC(=O)c1c(C)c(P(=S)(N2CCOCC2)N2CCOCC2)n(C)c1C | 1.4 | 99.4 | -3.0 | 0.0 | 0.6 | 0.0 | 100.9 | 1.0 | 2.0 | 107.2 | 1.0
CC1CN=C(NC(C)c2ccccc2)S1 (stereo not drawn) | -0.2 | 102.3 | -6.0 | -2.0 | 0.7 | -3.0 | 104.9 | -2.0 | -6.0 | ? | -5.0
CCc1c(C)nc(N)nc1N1N=C1SCC(N)=O | 1.3 | 101.8 | -3.0 | 3.0 | 0.4 | 0.0 | 99.7 | 2.0 | -10.0 | 104.6 | -4.0
CC(=O)Nc1ccccc1OP1(=O)COc2ccccc2OC1 | 1.1 | 99.5 | 0.0 | 10.0 | 0.6 | 10.0 | 99.7 | 18.0 | 10.0 | 97.1 | 7.0
CNC(=O)OCCc1n(C)cc[n+]1C | 1.7 | 103.9 | -9.0 | -2.0 | 0.2 | -6.0 | 99.8 | -4.0 | 0.0 | 98.0 | -4.0

Quoted from the listing:
`O=C1NC(=O)C(CCc2ccncc2)(Cc2ccc([N+](=O)[O-])cc2)C(=O)N1` | Bim-Bcl-W: -3.0
`CCOC(=O)C1SC2(C(F)F)CC1(O)c1c(c(OC)c3occc3c1OC)O2` (stereo not drawn) | Mcl-1 Bim block: 1.0

3 entries from above, field by field:
CCOC(=O)C1SC2(C(F)F)CC1(O)c1c(c(OC)c3occc3c1OC)O2 (stereo not drawn)
  ABCG2 block: 11.1	RGS8-Gao: 100.9	Bim-Bcl-B: -1.0	Bim-Bcl-W: -2.0	ABCB1 block: 0.7	Bim-Bcl-XL: 0.0	RGS4-Gao reg: 102.7	Mcl-1 Bim block: 1.0	Bfl-1 Bim block: -1.0	RGS7-Gao reg: 101.6	Bim-Bcl-2: -3.0
O=C1NC(=O)C(CCc2ccncc2)(Cc2ccc([N+](=O)[O-])cc2)C(=O)N1
  ABCG2 block: 2.1	RGS8-Gao: 102.8	Bim-Bcl-B: -9.0	Bim-Bcl-W: -3.0	ABCB1 block: 0.4	Bim-Bcl-XL: -5.0	RGS4-Gao reg: 100.7	Mcl-1 Bim block: -1.0	Bfl-1 Bim block: -15.0	RGS7-Gao reg: 103.4	Bim-Bcl-2: -5.0
O=C1C2CCCN2C(c2ccccc2)N1c1ccccn1 (stereo not drawn)
  ABCG2 block: 5.0	RGS8-Gao: 95.1	Bim-Bcl-B: -12.0	Bim-Bcl-W: -3.0	ABCB1 block: 0.9	Bim-Bcl-XL: -9.0	RGS4-Gao reg: 94.2	Mcl-1 Bim block: -5.0	Bfl-1 Bim block: -24.0	RGS7-Gao reg: 92.0	Bim-Bcl-2: -8.0

Other results follow:
Structure | ABCG2 block | RGS8-Gao | Bim-Bcl-B | Bim-Bcl-W | ABCB1 block | Bim-Bcl-XL | RGS4-Gao reg | Mcl-1 Bim block | Bfl-1 Bim block | RGS7-Gao reg | Bim-Bcl-2
c1cncc(CNCCc2c[nH]c3ccccc23)c1 | -0.2 | 107.4 | 0.0 | -4.0 | 0.0 | -8.0 | 106.5 | -6.0 | 2.0 | 105.6 | 0.0
CCCCCc1nc2ccccc2c(=O)n1-c1ccccc1[N+](=O)[O-] | 13.6 | 105.5 | -5.0 | 0.0 | 2.0 | 0.0 | 102.0 | -1.0 | 0.0 | 104.6 | -1.0
Cn1c(O)c(/C=N/c2ncccn2)c(=O)n(C)c1=O | 5.3 | 98.5 | -26.0 | 1.0 | -0.3 | -6.0 | 101.6 | -94.0 | -14.0 | 100.7 | -16.0
CC1CC(NC(=O)C2C3CCC(O3)C2C(=O)O)CC(C)(C)C1 (stereo not drawn) | 0.1 | 116.5 | 5.0 | -4.0 | 0.3 | -6.0 | 110.1 | -7.0 | -7.0 | 109.4 | -4.0
O=[N+]([O-])c1ccc(C2[C@H]3C(c4ccccc4)=NC4(CCCCC4)N23)cc1 (stereo partly drawn) | 3.6 | 100.2 | -7.0 | -8.0 | 0.8 | -12.0 | 102.5 | -8.0 | -10.0 | 100.8 | -4.0
CNCC(O)c1cccc(OC(=O)c2ccccc2C)c1 (stereo not drawn) | 9.4 | 105.7 | -2.0 | -2.0 | 1.1 | -1.0 | 103.0 | -1.0 | -2.0 | 103.6 | 3.0
CN(C)C(=O)Oc1ccc(Cl)c2cccnc12 | 3.0 | 57.2* | 0.0 | -3.0 | 0.6 | -3.0 | 75.2 | 0.0 | 3.0 | 80.1 | 1.0
O=c1[nH]c(=S)[nH]c(O)c1C(c1ccccn1)c1c(O)[nH]c(=S)[nH]c1=O | 0.0 | 102.4 | -3.0 | -1.0 | 0.0 | -4.0 | 100.9 | -4.0 | -4.0 | 105.5 | -1.0
O=C1NC(=S)N(c2ccc(Cl)cc2)C(=O)/C1=C/N1CCN(C(=O)c2ccco2)CC1 | 0.0 | 100.0 | -9.0 | -6.0 | -0.2 | -10.0 | 96.7 | -6.0 | -11.0 | 96.7 | -5.0
N#Cc1ccccc1Cn1cc(C(=O)C2CC2)c2ccccc21 | 7.5 | 119.5 | -2.0 | 0.0 | 2.3 | -3.0 | 118.5 | 1.0 | 0.0 | 116.4 | 1.0
O=[N+]([O-])[N-][n+]1cnn(Cc2ccccc2)c1 | 5.8 | 106.1 | 2.0 | -3.0 | 0.6 | -1.0 | 108.4 | -3.0 | 7.0 | 98.5 | 2.0
CC1CCCN(c2ccc(C(=O)N3CCC4(CC3)OCCO4)cc2[N+](=O)[O-])C1 (stereo not drawn) | 1.5 | 98.7 | 2.0 | 3.0 | 0.4 | 1.0 | 94.7 | 0.0 | 0.0 | 100.2 | 2.0
CCC(=NCc1ccco1)c1c(O)n(-c2ccc(OC)cc2)c(=O)[nH]c1=O | 17.3 | 91.1 | -5.0 | -2.0 | 0.8 | -3.0 | 90.2 | 0.0 | -14.0 | 88.0 | -3.0
